Screening results deposited in PubChem BioAssay by Southern Research Specialized Biocontainment Screening Center.
PhoP GFP inhibition – PhoP regulon inhibitors, Salmonella typhi PhoP promoter GFP reporter, confirmatory (AID 1850); one-dose inhibition, % at 50 µM; IC50 in µM for titrated hits; Salmonella Typhi PhoP-promoter GFP reporter, fluorescence, 4 h; higher % means a stronger effect; 0.33% of 310,000 active; in the data active = a potency from the dose series; inconclusive = inhibition mostly from about 25% at the one dose, without a potency; inactive = the rest, 99 in 100 with inhibition below about 19%;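 also: 0% = induced wells with vehicle and 100% = uninduced wells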
inhibitors of VEEV – inhibitors of VEEV TC-83 cytopathic effect, confirmation, Vero cells (AID 588727). Vero cells, VEEV TC-83 cytopathic effect inhibition; higher % means a stronger effect. 0.13% of 350,000 active. inhibition, % at 20 µM; hits with a dose series show IC50 in µM; in the data active = a potency from the dose series; inconclusive = inhibition mostly from about 14% at the one dose, without a potency; inactive = the rest, 99 in 100 with inhibition below about 12%; also: strong numbers were not always called active
tuberculosis growth – growth inhibition of non-replicating M. tuberculosis (AID 488890); Mycobacterium tuberculosis non-replicating, growth inhibition; higher % means a stronger effect; one-dose inhibition, % at 25 µM; IC50 in µM for titrated hits; 0.39% of 320,000 active; in the data active = a potency from the dose series; inconclusive = inhibition mostly from about 82% at the one dose, without a potency; inactive = the rest, 99 in 100 with inhibition below about 76%;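 also: plate controls were DMSO cells for no effect and high antibiotic wells for full effect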
H37Rv inhibition – M. tuberculosis growth inhibition, HTS (AID 449762); 0.59% of 330,000 active; M. tuberculosis H37Rv growth inhibition, 7H9 media; higher % means a stronger effect; inhibition, % at 25 µM, or IC50 in µM where a hit was titrated; in the data active = a potency from the dose series; inconclusive = inhibition above about 70% without an active follow-up result;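 also: bacterial growth assessed after seven days of incubation; strong numbers were not always called active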
influenza NS1A – H1N1 influenza NS1A inhibitors, functional cell based assay (AID 504329). NS1A functional cell-based assay, percent inhibition; higher % means a stronger effect. one-dose inhibition, % at 12.5 µM; IC50 in µM for titrated hits. 0.3% of 340,000 active; in the data active = a potency from the dose series; inconclusive = inhibition above about 27% without an active follow-up result; also: strong numbers were not always called active
inhibitors of VEEV 10K pilot screen – also measured in inhibitors of VEEV; calls as there; inhibition, %; measured here: 10K pilot screen inhibition
* marks the source's active call; other numbers are inactive results; i = inactive; ? = inconclusive; . = not tested or not shown. No enrichment for hits; 1.5% or so of the library scored in one or more.

SMILES	PhoP GFP inhibition	inhibitors of VEEV	tuberculosis growth	H37Rv inhibition	influenza NS1A	others
Cn1cc(/C=C/c2cc[n+](C)cc2)c2cc(Cl)ccc21	3%	0.7%	?	?	-18%
CC(NC(=O)c1ccccc1)c1nnc(SCC(=O)Nc2nnc(C3CC3)s2)n1C (centres undefined)	-2%	0.9%	-10%	-1%	-18%
CC12CC(NC(=O)N1c1cccc(C(=O)Nc3ncn[nH]3)c1)c1ccccc1O2 (centres undefined)	1%	i	-6%	-11%	-2%	inhibitors of VEEV 10K pilot screen=0.7
COc1cccc(CN(C)CC(=O)Nc2cc3oc4ccccc4c3cc2OC)c1	-6%	4.3%	64%	61%	-3%
O=C(COc1ccc2c3c(c(=O)oc2c1)CCC3)NCC(O)c1ccccc1 (centres undefined)	6%	i	1%	-9%	7%
Cc1cc(C(=O)NN)n[nH]1	4%	i	57%	-10%	2%
CCCn1c(N2CCN(Cc3cccc(C)c3)CC2)nc2c1c(=O)[nH]c(=O)n2C	-9%	13%	.	-5%	1%
Cc1nn(Cc2ccc(Cl)cc2Cl)c(C)c1NC(=O)c1ccc(COc2cc(Cl)ccc2Cl)o1	-6%	4.3%	16%	4%	-1%
CCCn1c(SCC(=O)c2c(C)[nH]c(C)c2C(=O)OCC)nc2ccccc21	-2%	9.2%	6%	2%	7%
COc1ccccc1NC(=O)N(Cc1ccco1)Cc1cc2cc(C)cc(C)c2[nH]c1=O	-6%	6.1%	4%	-2%	8%
Cc1nc2ccc(S(=O)(=O)NCC(=O)N(C)Cc3ccco3)cc2s1	-3%	0.9%	12%	0%	-1%
Cc1ccc(S(=O)(=O)N(CCO)Cc2ccccc2)cc1	6%	i	4%	7%	2%
Cc1ccc(CN(C)C(=O)CN2C(=O)NC(c3ccccc3)(c3ccccc3)C2=O)c(C)c1	.	3.1%	32%	3%	-5%
CCCc1cc(=O)oc2c(CN3CCN(C)CC3)c(O)c(Cl)cc12	-2%	0.6%	-2%	-2%	-11%	inhibitors of VEEV 10K pilot screen=1.6
O=[N+]([O-])C(=C1NCCN1)C(Cl)=C(Cl)Cl	6%	1.7%	-3%	-11%	5%
Cc1cc(C)c(S(C)(=O)=O)c(Sc2ccc(Cl)cc2)n1	2%	1.5%	20%	2%	11%
O=C(COC(=O)c1ccccc1Br)NCc1ccccc1	-5%	0.1%	75%	7%	3%
CCn1cc(C(=O)N(C)CC(OC)OC)c(=O)c2cc(S(=O)(=O)N3CCOCC3)ccc21	5%	i	-12%	6%	10%
CSc1ccc(CN2CCN(Cc3ccccc3)C(CCO)C2)cc1 (centres undefined)	6%	0.3%	7%	-3%	-3%
O=C(O)c1ccccc1CSc1nc2ccccc2o1	4%	2.8%	9%	0%	18%	inhibitors of VEEV 10K pilot screen=0.9
COc1cccc(N(CC(=O)NCCSc2ccccn2)S(C)(=O)=O)c1	-2%	5.0%	0%	-1%	16%
COc1ccc(C2CC(c3ccccc3)=NN2c2ccc(S(N)(=O)=O)cc2)cc1OC (centres undefined)	7%	5.1%	4%	?	-36%
Nc1c2c(nc3sc4c(c13)CCCCC4)CCCC2	-10%	0.8%	?	4.6µM*	1%
CC1CCCC(C)N1C(=O)CSc1nc(N)cc(N)n1 (centres undefined)	4%	1.1%	-8%	7%	2%
Cc1ccc(N2CN(Cc3cccnc3)CNC2=S)c(C)c1	-17%	0.1%	-11%	1%	-5%
O=C(C1=COCCO1)N1CCN(S(=O)(=O)c2cccc(Br)c2)CC1	.	i	8%	6%	-8%
CCn1cc(C(=O)N2CCCC2)c(=O)c2cc(S(=O)(=O)N(C)C)ccc21	-3%	0.2%	6%	-8%	8%
CC(=O)OC1CC(C)(C)N(OC(=O)c2ccc(N)cc2)C(C)(C)C1	4%	i	19%	5%	-2%
CCOC(=O)c1[nH]c(C)c(CCC(=O)OC)c1C	3%	3.4%	-4%	-18%	-1%
COc1cccc(C(=O)Nc2nnc(S(=O)(=O)N3CCCCC3)s2)c1	-11%	1.0%	28%	12%	-24%	inhibitors of VEEV 10K pilot screen=1.0
Cc1occc1C(=O)NCc1ccco1	3%	1.1%	-8%	-6%	-9%
CCN(CC)C(CNS(=O)(=O)c1ccc(Cl)cc1)c1ccccc1 (centres undefined)	-10%	0.6%	4%	6%	-12%
O=C(/C=C/c1ccccc1)NCCc1cnc[nH]1	15%	i	23%	-8%	-7%
O=C(Nc1ccncc1)Nc1cccc(Cl)c1Cl	-6%	i	33%	1%	-10%
CC(=O)c1sc(NC(=O)c2ccccc2)nc1-c1ccccc1	-6%	7.2%	6%	0%	-8%
Cc1ccccc1Nc1c([N+](=O)[O-])ccc2nonc12	2%	i	-6%	-3%	4%
CC12CCC(C)(c3nc4ccccc4nc31)C2(C)C	1%	1.1%	-5%	1%	-3%
CN1CCN(CCCNC(=O)CN2C(=O)COc3ccccc32)CC1	11%	0.1%	7%	7%	2%
CC(=O)Oc1c(C)c(OC(C)=O)c2c(c1C(C)=O)OC1CC(=O)C(C(C)=O)=C(O)C21C (centres undefined)	-10%	i	16%	6%	2%
COC(=O)c1c(NC(=O)C2CC(=O)NN2Cc2ccccc2)sc(C)c1C (centres undefined)	12%	7.5%	11%	3%	8%
CC(=O)Nc1ccc(S(=O)(=O)N(C)CC(=O)N/N=C/c2ccncc2)cc1	-3%	0.3%	-6%	5%	-2%
O=C(CCc1ccc(Oc2cc([N+](=O)[O-])cc([N+](=O)[O-])c2)cc1)N1CCCCCC1	-9%	3.5%	?	4.2µM*	16%
CC1CN(C(=O)c2ccc(NS(=O)(=O)c3ccc(F)cc3)cc2)CC(C)O1 (centres undefined)	-5%	3.4%	-19%	-16%	-2%
Cc1cc(-c2ccccc2)nc(N(C)NC(=O)C2CC2)c1S(C)(=O)=O	8%	1.4%	-5%	-9%	5%
O=C(NC(=S)Nc1cc(S(=O)(=O)N2CCOCC2)ccc1N1CCOCC1)c1ccco1	-13%	0.9%	-1%	4%	-5%
C=CC[C@@H](CC(=O)N[C@@H](CO)Cc1ccccc1)C(=O)N[C@@H](C)COC(=O)[C@@H](CC=C)Cc1ccc(F)cc1	.	0.2%	16%	3%	5%
CCn1c(C(=O)N2CCCC(C(=O)NCCCc3ccccc3)C2)cc2sccc21 (centres undefined)	-8%	i	44%	7%	9%
Cc1ccc2nc(-c3ccc(NC(=O)COC(=O)c4ccc(=O)[nH]c4)cc3)sc2c1	-2%	2.6%	-18%	1%	-10%

An excerpt from above in order of length of the SMILES, largest number first.
SMILES	PhoP GFP inhibition	inhibitors of VEEV	tuberculosis growth	H37Rv inhibition	influenza NS1A	others
CC(=O)Oc1c(C)c(OC(C)=O)c2c(c1C(C)=O)OC1CC(=O)C(C(C)=O)=C(O)C21C (centres undefined)	-10%	i	16%	6%	2%
O=C(COc1ccc2c3c(c(=O)oc2c1)CCC3)NCC(O)c1ccccc1 (centres undefined)	6%	i	1%	-9%	7%
Nc1c2c(nc3sc4c(c13)CCCCC4)CCCC2	-10%	0.8%	?	4.6µM*	1%

Later entries.
SMILES	PhoP GFP inhibition	inhibitors of VEEV	tuberculosis growth	H37Rv inhibition	influenza NS1A	others
CCOc1ccccc1CN1CCN(Cc2ccc(C)o2)C(CCO)C1 (centres undefined)	6%	i	8%	1%	6%
CCN(CC)C(=O)CN(C#N)c1nc(Cl)nc(N(C)C)n1	12%	0.9%	1%	0%	-2%
O=P(O)(CN1CCCCCC1)C1Cc2ccccc2C1	-5%	.	-2%	-2%	.
COC(=O)C1=C(N)Oc2cc(C)[nH]c(=O)c2C1c1ccc(Cl)cc1 (centres undefined)	3%	0.9%	7%	-13%	-4%
COc1cc(CN2CCNC(=O)C2CC(=O)NC2CCCCC2)cc(OC)c1 (centres undefined)	5%	1.1%	35%	2%	6%
COc1ccc(NS(=O)(=O)c2c(C)cc(C)cc2C)cn1	4%	1.6%	12%	-2%	1%
CC(C)(C)NC(=O)c1cccc(NC(=O)Cc2cccs2)c1	7%	1.1%	-8%	-6%	-5%
COc1ccc(C2SCC(=O)Nc3c2c(C)nn3-c2ccccc2)cc1OC (centres undefined)	3%	2.9%	1%	-7%	-1%
Cc1ccccc1CNC(=O)c1cc2ccccc2o1	-5%	0.8%	75%	3%	-3%
Cc1ccccc1N1CC(C(=O)Nc2ccc3c(c2)OCO3)CC1=O (centres undefined)	-2%	2.8%	6%	2%	9%
O=C(Nc1ccc(F)cc1)Nc1ccc(Cl)cn1	8%	3.1%	0%	6%	6%
CCn1cc(C(=O)NCCOC)c(=O)c2ccc(C)nc21	9%	3.2%	-7%	-5%	3%
COc1cccc(-c2c(-c3cc(OC)cc(OC)c3)n(C)c3ccc(-c4ccc5[nH]ccc5c4)cc23)c1	.	7.7%	-9%	1%	4%
COc1cccc(C2CC(=O)N3CN(c4cccc(Cl)c4C)CSC3=C2C#N)c1OC (centres undefined)	-3%	0.9%	29%	-1%	-1%
O=C(Cn1c(-c2cscn2)nc2ccccc21)Nc1ccc2ccccc2c1	-11%	5.7%	25%	-2%	4%
CCOC(=O)C1=NNC(C(=O)OCC)C1C(=O)OCC (centres undefined)	.	2.3%	.	.	-15%
Cc1noc2ncnc(Sc3ccccc3Cl)c12	1%	?	i	?	1%

Structural class, the compounds so far with four or more nitrogen atoms.
SMILES	PhoP GFP inhibition	inhibitors of VEEV	tuberculosis growth	H37Rv inhibition	influenza NS1A	others
CC(NC(=O)c1ccccc1)c1nnc(SCC(=O)Nc2nnc(C3CC3)s2)n1C (centres undefined)	-2%	0.9%	-10%	-1%	-18%
CC12CC(NC(=O)N1c1cccc(C(=O)Nc3ncn[nH]3)c1)c1ccccc1O2 (centres undefined)	1%	i	-6%	-11%	-2%	inhibitors of VEEV 10K pilot screen=0.7
Cc1cc(C(=O)NN)n[nH]1	4%	i	57%	-10%	2%
CCCn1c(N2CCN(Cc3cccc(C)c3)CC2)nc2c1c(=O)[nH]c(=O)n2C	-9%	13%	.	-5%	1%
CC1CCCC(C)N1C(=O)CSc1nc(N)cc(N)n1 (centres undefined)	4%	1.1%	-8%	7%	2%
Cc1ccc(N2CN(Cc3cccnc3)CNC2=S)c(C)c1	-17%	0.1%	-11%	1%	-5%
COc1cccc(C(=O)Nc2nnc(S(=O)(=O)N3CCCCC3)s2)c1	-11%	1.0%	28%	12%	-24%	inhibitors of VEEV 10K pilot screen=1.0
Cc1ccccc1Nc1c([N+](=O)[O-])ccc2nonc12	2%	i	-6%	-3%	4%
CN1CCN(CCCNC(=O)CN2C(=O)COc3ccccc32)CC1	11%	0.1%	7%	7%	2%
CC(=O)Nc1ccc(S(=O)(=O)N(C)CC(=O)N/N=C/c2ccncc2)cc1	-3%	0.3%	-6%	5%	-2%
O=C(NC(=S)Nc1cc(S(=O)(=O)N2CCOCC2)ccc1N1CCOCC1)c1ccco1	-13%	0.9%	-1%	4%	-5%
CCN(CC)C(=O)CN(C#N)c1nc(Cl)nc(N(C)C)n1	12%	0.9%	1%	0%	-2%
O=C(Cn1c(-c2cscn2)nc2ccccc21)Nc1ccc2ccccc2c1	-11%	5.7%	25%	-2%	4%
